From PubChem
inhibitors of VEEV: inhibitors of VEEV TC-83 cytopathic effect, confirmation, Vero cells (AID 588727); Vero cells, VEEV TC-83 cytopathic effect inhibition; higher % means a stronger effect; one-dose inhibition, % at 20 µM; IC50 in µM for titrated hits; 350,000 compounds, 0.13% hits; in the data active = a potency from the dose series; inconclusive = inhibition mostly from about 14% at the one dose, without a potency; inactive = the rest, 99 in 100 with inhibition below about 12%; note: strong numbers were not always called active
tuberculosis growth: growth inhibition of non-replicating M. tuberculosis (AID 488890); inhibition, % at 25 µM, or IC50 in µM where a hit was titrated; Mycobacterium tuberculosis non-replicating, growth inhibition; higher % means a stronger effect; 320,000 compounds, 0.39% hits; in the data active = a potency from the dose series; inconclusive = inhibition mostly from about 82% at the one dose, without a potency; inactive = the rest, 99 in 100 with inhibition below about 76%;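 note: plate controls were DMSO cells for no effect and high antibiotic wells for full effect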
Salmonella PhoP GFP: Inhibition of PhoP regulon, Salmonella typhi GFP reporter cells, confirmation, 4 h (AID 1850); Salmonella Typhi PhoP-promoter GFP reporter, fluorescence, 4 h; higher % means a stronger effect; one-dose inhibition, % at 50 µM; IC50 in µM for titrated hits; 310,000 compounds, 0.33% hits; in the data active = a potency from the dose series; inconclusive = inhibition mostly from about 25% at the one dose, without a potency; inactive = the rest, 99 in 100 with inhibition below about 19%;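 note: 0% = induced wells with vehicle and 100% = uninduced wells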
M. tuberculosis HTS: M. tuberculosis growth inhibition, HTS (AID 449762); M. tuberculosis H37Rv growth inhibition, 7H9 media; higher % means a stronger effect; inhibition, % at 25 µM, or IC50 in µM where a hit was titrated; 330,000 compounds, 0.59% hits; in the data active = a potency from the dose series; inconclusive = inhibition above about 70% without an active follow-up result;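 note: bacterial growth assessed after seven days of incubation; strong numbers were not always called active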
H1N1 NS1A inhibition: NS1A inhibition, H1N1 influenza, cell based functional assay (AID 504329). NS1A functional cell-based assay, percent inhibition; higher % means a stronger effect. 340,000 compounds, 0.3% hits. one-dose inhibition, % at 12.5 µM; IC50 in µM for titrated hits; in the data active = a potency from the dose series; inconclusive = inhibition above about 27% without an active follow-up result; note: strong numbers were not always called active
inhibitors of VEEV 10K pilot screen: also measured in inhibitors of VEEV; calls as there; inhibition, %; measured here: 10K pilot screen inhibition
* marks the source's active call; other numbers are inactive results; i = inactive; ? = inconclusive; · = no result given.

SMILES	inhibitors of VEEV	tuberculosis growth	Salmonella PhoP GFP	M. tuberculosis HTS	H1N1 NS1A inhibition	others
Cc1c(NC(=O)C(C)OC(=O)c2c3c(nc4ccccc24)CCC(C)C3)c(=O)n(-c2ccccc2)n1C (stereo not drawn)	8.1%	3%	8%	1%	-4%
CCC(=O)Nc1ccc2c(c1)Cc1cc([N+](=O)[O-])ccc1-2	i	·	·	·	-11%
O=C(Nc1ccc(Cn2nnc3ccccc32)cc1)c1ccco1	3.6%	3%	-13%	-8%	3%
O=C(COc1cccnc1[N+](=O)[O-])Nc1ccc2c(c1)CCC2	0.4%	1%	10%	-1%	13%
CC(C)C(NC(=O)c1ccco1)C(=O)NCC(c1ccco1)N(C)C (stereo not drawn)	2.4%	-1%	4%	3%	0%
CN(C)Cc1ccccc1C1(O)c2ccccc2CSc2ccccc21 (stereo not drawn)	0.3%	19%	5%	2%	-15%
O=C(Nc1cccc(F)c1)C1CCCN(S(=O)(=O)c2ccccc2)C1 (stereo not drawn)	1.6%	12%	-4%	10%	-5%
COc1ccc(S(=O)(=O)Nc2ccccc2C(=O)NN2CCOCC2)cc1OC	2.1%	-12%	·	1%	5%
COc1ccccc1C(O)(C(=O)NNc1ccccc1C)c1ccccc1OC	i	33%	3%	16%	-7%
N#CCCn1cc(C=O)c(-c2cccs2)n1	1.8%	-4%	-17%	-4%	-6%
O=c1c2cc(Br)ccc2[nH]c(=S)n1Cc1ccccc1	0.1%	16%	4%	5%	-30%
COC(=O)C1=C(c2ccc(-c3ccccc3)c(F)c2)C[C@@H]2CC[C@H]1N2C(=O)NCCOc1ccccc1Cl	3.5%	-8%	·	-1%	-2%
Cc1nc(-c2ccc(NC(=O)c3ccccc3Br)cc2)cs1	1.2%	17%	13%	9%	-2%
c1ccc(Cn2c3ccccc3c3nnc(SCCN4CCCCC4)nc32)cc1	5.3%	78%	-14%	21µM*	·
CN1/C(=C\C=C2C(=O)NC(=S)NC2=O)C(C)(C)c2ccccc21	2.1%	·	·	·	7%
CC(=O)NCCc1c[nH]c2ccc(OCc3ccccc3)cc12	i	15%	3%	-2%	·
Cc1oc(/N=C/c2cccc([N+](=O)[O-])c2)c(C#N)c1C	i	-8%	0%	5%	1%
O=C1C(c2ccncc2)N(CCC2=CCCCC2)C(=O)CN1C1CCCCC1 (stereo not drawn)	i	-2%	-2%	-8%	-7%
Cc1cc(NC(=O)C2CC(c3ccc(F)cc3)=NO2)no1 (stereo not drawn)	0.3%	·	2%	2%	5%
CCN1CCN(CCCNC(=O)Cn2nc(C)n3nc(-c4ccccc4)cc3c2=O)CC1	2.2%	6%	3%	-2%	-16%

No new results follow: entries from further up.
SMILES	inhibitors of VEEV	tuberculosis growth	Salmonella PhoP GFP	M. tuberculosis HTS	H1N1 NS1A inhibition	others
O=C(COc1cccnc1[N+](=O)[O-])Nc1ccc2c(c1)CCC2	0.4%	1%	10%	-1%	13%
CC(C)C(NC(=O)c1ccco1)C(=O)NCC(c1ccco1)N(C)C (stereo not drawn)	2.4%	-1%	4%	3%	0%
CN(C)Cc1ccccc1C1(O)c2ccccc2CSc2ccccc21 (stereo not drawn)	0.3%	19%	5%	2%	-15%
O=C(Nc1cccc(F)c1)C1CCCN(S(=O)(=O)c2ccccc2)C1 (stereo not drawn)	1.6%	12%	-4%	10%	-5%
COc1ccc(S(=O)(=O)Nc2ccccc2C(=O)NN2CCOCC2)cc1OC	2.1%	-12%	·	1%	5%
COc1ccccc1C(O)(C(=O)NNc1ccccc1C)c1ccccc1OC	i	33%	3%	16%	-7%
N#CCCn1cc(C=O)c(-c2cccs2)n1	1.8%	-4%	-17%	-4%	-6%
O=c1c2cc(Br)ccc2[nH]c(=S)n1Cc1ccccc1	0.1%	16%	4%	5%	-30%
COC(=O)C1=C(c2ccc(-c3ccccc3)c(F)c2)C[C@@H]2CC[C@H]1N2C(=O)NCCOc1ccccc1Cl	3.5%	-8%	·	-1%	-2%
Cc1nc(-c2ccc(NC(=O)c3ccccc3Br)cc2)cs1	1.2%	17%	13%	9%	-2%
c1ccc(Cn2c3ccccc3c3nnc(SCCN4CCCCC4)nc32)cc1	5.3%	78%	-14%	21µM*	·
CN1/C(=C\C=C2C(=O)NC(=S)NC2=O)C(C)(C)c2ccccc21	2.1%	·	·	·	7%
CC(=O)NCCc1c[nH]c2ccc(OCc3ccccc3)cc12	i	15%	3%	-2%	·
Cc1oc(/N=C/c2cccc([N+](=O)[O-])c2)c(C#N)c1C	i	-8%	0%	5%	1%

Further structures.
SMILES	inhibitors of VEEV	tuberculosis growth	Salmonella PhoP GFP	M. tuberculosis HTS	H1N1 NS1A inhibition	others
CC(NS(=O)(=O)c1ccc(Br)cc1)C(c1cccs1)N1CCOCC1 (stereo not drawn)	4.3%	1%	1%	-6%	1%
O=S1(=O)c2ccc(Br)cc2N2CCC[C@@H]2CN1C1CC1	i	·	·	·	-17%
CC(C)(C)NC(=O)C1CN(S(=O)(=O)c2ccccc2)CCN1S(=O)(=O)c1ccccc1 (stereo not drawn)	0.5%	9%	6%	1%	-5%	inhibitors of VEEV 10K pilot screen=0.3
O=C(COC(=O)CCc1ccccc1)Nc1ccc(F)cc1Cl	i	17%	3%	8%	-1%
COc1cccc(/C=N/N2CCN(C)CC2)c1	1.4%	-17%	5%	-2%	0%
CN(Cc1c(C(=O)N/N=C/c2cccc(F)c2)nnn1-c1nonc1N)c1ccccc1	3.0%	18%	-4%	-1%	12%
O=C(COC(=O)CCSc1ccc(Cl)cc1)NCc1ccccc1	0.3%	77%	-5%	4%	-10%
O=C(/C=C/c1cccc(Br)c1)N1CCN(c2ccccn2)CC1	12%	10%	4%	-1%	-3%
Cc1ccc(-n2c(=O)c3c4c(sc3n3c(=S)[nH]nc23)CCC4)cc1	1.1%	1%	-3%	5%	·
COC(=O)C1=C(C)N(C)C(=O)NC1c1cccc2ccccc12 (stereo not drawn)	0.1%	-10%	5%	0%	1%
CCNc1c(NS(=O)(=O)c2ccc(OC)cc2)c(=O)oc2ccccc12	2.6%	-20%	-3%	6%	-7%
COc1ccc(N(C(=O)C(C)C)S(=O)(=O)c2cccs2)cc1	3.3%	7%	2%	5%	-2%
Cc1nn(Cc2ccccc2)c(Cl)c1C(=O)OCC(=O)NC(=O)NC12CC3CC(CC(C3)C1)C2	1.6%	17%	5%	3%	-3%
O=C(CSc1nnc(Cc2ccccc2)o1)c1ccc2c(c1)OCO2	7.5%	34%	7%	27%	-5%
Cn1c(=O)[nH]c(=O)c2c1nc(N/N=C/c1ccncc1)n2Cc1ccc(Cl)cc1	?	12%	-22%	5%	·
CCOC(=O)C1CCCN(C(=O)CCNS(=O)(=O)c2ccc(Br)cc2)C1 (stereo not drawn)	3.5%	2%	·	-5%	3%
COc1ccccc1NC(=O)Cn1c(=O)c(N(C)C)c(N)n(C)c1=O	1.8%	-6%	5%	-7%	14%
CC(=O)c1cccc(N(C(=O)CNC(=O)c2ccco2)C(C(=O)NC2CCCC2)c2ccco2)c1 (stereo not drawn)	2.8%	19%	11%	4%	6%
CCCSC1=C(C#N)C(c2ccccc2OCC)CC(=O)N1 (stereo not drawn)	1.9%	-2%	1%	-1%	0%
Cc1cc(=O)[nH]c(N=N/C(=N/Nc2ccccc2C)c2ccccc2)n1	1.8%	18%	2%	69%	12%
CCCCN(C(=O)c1ccc(NC(=O)C(C)C)cc1)c1ccccc1	0.4%	2%	-5%	-2%	5%
CC(=O)Nc1ccc(CC(=O)NCCC(c2ccccc2)c2ccccc2)cc1	1.1%	17%	-6%	-8%	10%
CCOC(=O)C1CCN(C(=O)c2ccccc2N(C)S(=O)(=O)c2ccccc2)CC1	0.9%	7%	-4%	-15%	4%
COc1ccc(-n2ncc3c(=O)n(CC(=O)N(C(C)C)C(C)C)cnc32)cc1	2.5%	-17%	-2%	-3%	-7%
COc1cccc(C(=O)NC2CC(C)(C)Cc3c2cnn3-c2cccc(F)c2)c1OC (stereo not drawn)	0.6%	30%	-3%	15%	2%
Cc1ccc(S(=O)(=O)N(C)C[C@H]2Oc3ccc(NC(=O)C4CCCCC4)cc3C(=O)N([C@H](C)CO)C[C@H]2C)cc1	0.5%	44%	·	8%	10%
CC(=O)Nc1cccc(NS(=O)(=O)c2cn(C)c(=O)n(C)c2=O)c1	0.8%	-2%	3%	7%	6%	inhibitors of VEEV 10K pilot screen=0.7
COc1cc(C2C(C(N)=O)=C(C)Nc3nc(CCCO)nn32)cc(OC)c1OC (stereo not drawn)	1.0%	-13%	5%	-2%	1%
C=CCn1c(SCc2ccc([N+](=O)[O-])cc2)nnc1C(C)NC(=O)c1ccccc1 (stereo not drawn)	2.0%	6%	-7%	-9%	-3%
N#CCc1ccc(NC(=O)c2ccccc2C(=O)Nc2ccc(CC#N)cc2)cc1	1.1%	1%	-15%	59%	-11%
CCOc1ccc(OCC)c(S(=O)(=O)n2cc(C)nc2CC)c1	i	13%	-4%	-1%	1%
C=CCn1c(SC2CCOC2=O)nc2scc(C3CC3)c2c1=O (stereo not drawn)	0.4%	46%	-15%	-4%	4%
CC(C)=CCC[C@](C)(O[C@@H]1O[C@H](CO[C@@H]2O[C@H](CO)[C@@H](O)[C@H](O)[C@H]2O)[C@@H](O)[C@H](O)[C@H]1O)C1CC[C@]2(C)C1C(=O)CC1[C@@]3(C)CC[C@H](O[C@H]4O[C@@H](CO)[C@H](O)[C@@H](O)[C@@H]4O)C(C)(C)C3CC[C@]12C (stereo partly drawn)	0.2%	13%	·	2%	-5%	inhibitors of VEEV 10K pilot screen=0.8
COC(=O)CCCC1=CC2=CC(=O)C(C)(O)C(=O)C2=CO1 (stereo not drawn)	·	-6%	5%	-5%	·
CCOC(=O)C1CCCN(c2ncnc3c2oc2ccccc23)C1 (stereo not drawn)	9.4%	12%	-4%	-1%	-11%
Cc1ccc(CSc2nc3nc(C)cc(C)n3n2)cc1	3.5%	42%	-4%	6%	-19%
O=C1c2cccc3cccc(c23)C(=O)N1CCCn1ccnc1	0.2%	16%	-12%	2%	·
CC1CCN(C(=O)Cn2c(=O)n(CCc3ccccc3)c(=O)c3ccccc32)CC1	9.0%	-5%	-10%	-7%	-4%
c1nc(N2CCCCCC2)c2[nH]cnc2n1	4.3%	·	-8%	1%	-4%
CC(c1ccccc1)N1CCn2c(nc3cc(NS(C)(=O)=O)ccc32)C1 (stereo not drawn)	2.7%	0%	-4%	-7%	8%
Cc1csc(NC(=O)c2ccc(C(=O)Nc3nc(C)cs3)cc2)n1	·	·	-10%	0%	·
Cc1ccc(C)c(OCc2cc(C(=O)N3CCN(c4ccccc4C)CC3C)no2)c1 (stereo not drawn)	4.3%	-8%	-8%	-1%	-6%
CN(C)CCCn1c2c(c(SCC(=O)Nc3cccc4ccccc34)nc1=O)CCC2	2.0%	3%	0%	1%	-5%
CCc1ccccc1NC(=O)CN(C)C(=O)Cn1cnc2ccc(Cl)cc2c1=O	i	9%	·	-4%	-5%
CC(C)(C)n1nc2c(c1NC(=O)c1ccc(C(F)(F)F)cc1)CS(=O)(=O)C2	6.5%	-15%	-4%	-4%	13%
CCOC(=O)c1cnc2c(ccc3ccccc32)c1NCCO	8.4%	12%	1%	8%	-5%
CN(CC(=O)Nc1ccc(Cl)cc1)CC(=O)Nc1cccc(Br)c1	3.6%	?	2%	1%	5%
Cc1ccc(Nc2nc(-c3sc(NC(=O)c4ccccc4)nc3C)cs2)cc1	2.9%	20%	9%	-3%	0%
Cc1ccccc1CSc1nnc(-c2cnccn2)n1C	1.0%	59%	-25%	-3%	·
Cc1cc(NCCN2CCOCC2)n2ncc(-c3ccccc3)c2n1	2.1%	18%	19%	-4%	-9%
Remaining list, next part:
SMILES	inhibitors of VEEV	tuberculosis growth	Salmonella PhoP GFP	M. tuberculosis HTS	H1N1 NS1A inhibition	others
Cc1ccnc(NC(=O)Cc2ccc(-c3ccccc3)cc2)c1	7.5%	57%	-5%	?	-5%
Cc1cc(C)n(CC(O)Cn2c3ccc(Br)cc3c3cc(Br)ccc32)c(=O)n1 (stereo not drawn)	10%	18%	0%	-5%	8%
O=C(c1ccc(Cl)c(Cl)c1)c1cc(-c2ccccn2)c(N2CCOCC2)s1	i	55%	3%	57%	-32%
O=C(O)c1ccc(Cl)c(S(=O)(=O)NCc2cccnc2)c1	i	-7%	1%	1%	-10%
N#Cc1nc(-c2ccco2)oc1NCc1ccccc1Cl	i	25%	-5%	0%	·

Outcome played no part in choosing rows. Share with any hit: about 1.6%.
